# T cell modulator – T cell immune modulators affecting CD8 T cell-vesicle binding. 330,000 compounds, 0.068% hits. 2C CD8+ T cell-vesicle binding, flow cytometry; active compounds read low. calls only at 7 µM;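 active = response, share of CD8 T cells binding vesicles, and their 90th percentile fluorescence all below set limits, cut at about 80% in these data, passing the limit was not always enough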
#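 System: murine 2C transgenic CD8+ T lymphocytes; also added: QL9-loaded Drosophila micro-vesicles; times: binding 1.5 h at 37 °C; measured by: flow cytometry, PE anti-B7-1 (FL2) versus Alexa647 anti-CD8 (FL8), PFA-fixed; control set: Peptide-free naked vesicles (low) and QL9 vesicles with 0.7% DMSO vehicle (high)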
# Hep lipid drop – hepatic lipid droplet formation modulation; 240,000 compounds, 0.4% hits; AML12 mouse hepatocytes, oleate lipid droplets, BODIPY imaging; inhibition, % at 6.5 µM;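 active = lipid droplet intensity inhibited by at least 50%, with more than 500 cells counted; inconclusive = wells with under 300 cells, treated as cytotoxic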
#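 Test system: AML12 mouse liver cells; schedule: overnight exposure; technique: high-content imaging of BODIPY-stained droplets and DAPI nuclei; read-out: % inhibition of corrected integrated BODIPY droplet signal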
# MT stabilize HCS – microtubule stabilizers in HeLa cells; HeLa tubulin immunostaining HCS, 24 h; share of cells brighter than vehicle mean+2SD; % tubulin-high responders, % at 10 µM; 200,000 compounds, 0.83% hits; AID 2205;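 active = plate Z-score above 3 for both tubulin-high and condensed-nucleus cell shares, with cell loss under 80%, at 10 µM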;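 note: anti alpha tubulin signal scored within the nucleus-defined area of each cell; some results filed as inactive read as strong as hits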
# WT yeast gro inh – growth inhibition of WT yeast, mitochondrial fusion screen | mitochondrial fusion phenotypic screen, WT strain | inhibition, % at 10 µM | 190,000 compounds, 2.1% hits | AID 1362; in the data active = inhibition above about 58%; tested in S. cerevisiae
# Myeloid diff 2 – promotes myeloid progenitor differentiation; calls only at 10 µM; AID 624256; ER-HoxA9 myeloid progenitors, lysozyme-GFP differentiation, flow cytometry; 360,000 compounds, 1% hits;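 active = normalized GFP-positive differentiation at or above the plate's own cutoff, the solvent-only control mean plus 3 SD; inconclusive = no clear call, values can overlap the other calls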;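 note: cells exposed to compound for four days before flow analysis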
# bCat nuc transl – beta-catenin nuclear translocation modulation. HeLa beta-catenin nuclear translocation, immunofluorescence imaging. AID 1665. nuclear translocation activity, % at 5 µM. 190,000 compounds, 0.3% hits;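 active = nuclear translocation activity above 50% at 5 µM, with a well cell count of 50 or more; inconclusive = wells under 50 cells across six images, flagged as toxic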;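 note: per-cell ratio of nuclear to cytoplasmic median beta-catenin stain intensity; plate controls were DMSO negative control for no effect and GSK-3 inhibitor IX positive control for full effect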
#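 Test system: human HeLa cells, endogenous beta-catenin. Times: 24 h compound exposure, 37°C. Measured by: beta-catenin immunofluorescence imaging with DAPI.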
# Insulin prom up – MIN6 insulin promoter up-regulation. MIN6 insulin promoter-GFP reporter, high-content imaging; active compounds read high. z-score at 5 µM. AID 1625. 190,000 compounds, 0.3% hits;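 active = z-score above 3 at 5 µM with at least 500 cells counted in the well; inconclusive = wells under 500 cells, flagged as cytotoxic or low count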
# Autophagy mod – modulators of autophagy | MEF GFP-LC3 puncta imaging; test concentration mostly 10 µM | calls only at 10 µM (by protocol) | 190,000 compounds, 0.98% hits | AID 463193;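 active = percentage of spot-positive cells more than 3 SD above its plate mean, without a fluorescence outlier flag or 80% toxicity; inconclusive = no clear call, values can overlap the other calls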;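 note: spot-positive cell cutoff set from DMSO-treated cells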
# West Nile virus CPE – inhibition of WNV-induced cytopathic effect – cell-based, CPE readout (AID 1621); West Nile virus-infected cells, CPE inhibition; higher % means a stronger effect; one-dose CPE inhibition, % at 10 µM; IC50 in µM for titrated hits; 290,000 compounds, 0.02% hits; in the data active = a potency from the dose series; inconclusive = CPE inhibition mostly from about 3.7% at the one dose, without a potency; inactive = the rest, 99 in 100 with CPE inhibition below about 2.2%; note: strong numbers were not always called active
# WT yeast gro inh mutant strain – recorded beside WT yeast gro inh, whose call it bears; inhibition, %; mitochondrial fusion phenotypic screen, mutant strain inhibition
# Insulin prom up cell count – recorded beside Insulin prom up, whose call it bears; cell count; measured here: cytotoxicity, nuclei count;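 total cells summed across four imaged fields per well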
# Hep lipid drop cells 6.5 µM – further read-out of Hep lipid drop, marked with its call; cell count; measured here: cell count, cytotoxicity flag;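 cells counted across two imaged fields per well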
# bCat nuc transl cell count 5 µM – recorded beside bCat nuc transl, whose call it bears; cell count; measured here: cell count, cytotoxicity flag
# T cell modulator vesicle-bound % – also measured in T cell modulator; calls as there; double positive events, %; measured here: CD8+ vesicle-bound cell fraction;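 binding gate set so that unloaded-vesicle control wells show 10% double positive cells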
# MT stabilize HCS Hoechst-high % – further read-out of MT stabilize HCS, marked with its call; % Hoechst-high responders; measured here: nuclear condensation Hoechst responders;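 share of cells brighter than vehicle mean plus two SD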
# MT stabilize HCS cytotoxicity % – further read-out of MT stabilize HCS, marked with its call; toxicity, %; measured here: cytotoxicity by cell density;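 0% = mean cell density of plate MIN control wells and 100% = no cells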
# Autophagy mod cell loss 18 h – recorded beside Autophagy mod, whose call it bears; toxicity, %; measured here: cell loss, nuclei count;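 cell loss after 18 h compound exposure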
# Myeloid diff 2 GFP+ MAC1+ % – also measured in Myeloid diff 2; calls as there; GFP+ MAC1+ double positive, %; measured here: differentiation confirmed by MAC1 staining
# * marks the source's active call; other numbers are inactive results; i = inactive; ? = inconclusive; nt = no result given.
SMILES	Hep lipid drop	MT stabilize HCS cytotoxicity %	MT stabilize HCS Hoechst-high %	Hep lipid drop cells 6.5 µM	bCat nuc transl	WT yeast gro inh mutant strain	MT stabilize HCS	bCat nuc transl cell count 5 µM	WT yeast gro inh	Myeloid diff 2 GFP+ MAC1+ %	Insulin prom up cell count	West Nile virus CPE	Autophagy mod	Insulin prom up	T cell modulator	T cell modulator vesicle-bound %	Autophagy mod cell loss 18 h	Myeloid diff 2
CCN(Cc1ccccc1)C(=O)C1CCN(C/C(C)=C/c2ccccc2)CC1	-19	7.7	2.8	646	-1.0	-8	3.4	569	-6	2.3	1147	-1.2%	i	-0.37	i	35	0	i
O=C(CCNS(=O)(=O)c1cccc2nsnc12)NCc1ccccc1	16	nt	nt	822	nt	nt	nt	nt	nt	0.6	nt	0.1%	nt	nt	i	13	nt	i
COc1ccc(Cl)cc1NC(=S)NCCN1CCOCC1	7	12	1.6	698	0.0	-13	4.1	1447	-10	0.4	1477	-0.2%	i	0.3	i	22	-3	i
CC(C)(C)NC(=O)/C=C/c1cccs1	7	5.4	5.0	665	-0.8	17	2.0	1058	-9	0.4	1192	0.3%	i	0.78	i	34	4	i
CNC(=O)C1C2C=CC3(O2)C1C(=O)N(CCOC)C3C(=O)NCc1ccc(OC)cc1 (stereo not drawn)	nt	7.4	1.8	nt	nt	-1	2.3	nt	2	0.3	nt	-0.1%	i	nt	i	59	1	i
COc1cc2[nH]c(=S)nc(NCC3CCCO3)c2cc1OC (stereo not drawn)	nt	15	3.7	nt	-1.3	-4	6.0	1351	-10	0.9	1591	0.1%	i	0.2	i	39	37	i
CN1C(=O)C(O)(CC(=O)c2cccs2)c2ccccc21 (stereo not drawn)	2	6.4	1.4	678	-0.7	6	1.9	1468	1	0.6	1402	-0.1%	i	0.18	i	62	-31	i
O=S1(=O)C=C(SCc2cccc(Cl)c2)Nc2ccccc21	nt	10	1.5	nt	nt	-3	2.7	nt	-10	1.0	nt	nt	i	nt	i	35	-12	i
Cn1nc(C(C)(C)C)c([N+](=O)[O-])c1C(=O)Nc1ccc(Br)cc1	-12	nt	nt	719	0.0	nt	nt	1312	nt	0.3	1165	-0.2%	nt	-0.28	i	44	nt	i
CCOCCCNC(=O)N1CCOCC1	11	24	2.5	741	nt	2	2.9	nt	-6	0.8	nt	1.0%	i	nt	i	32	0	i
Cc1cc(OCC(=O)N2CCOCC2)cc2oc(=O)c3ccccc3c12	4	12	2.1	728	-0.6	-1	2.8	994	-2	1.2	nt	0.3%	i	nt	i	34	6	i
Cc1cc(C)c2c(CN3CCN(Cc4ccccc4)CC3)cc(=O)oc2c1	-2	nt	nt	853	nt	nt	nt	nt	nt	0.5	nt	-0.6%	nt	nt	i	32	nt	i
O=C(NCC(c1ccco1)N1CCOCC1)c1ccc([N+](=O)[O-])cc1 (stereo not drawn)	1	4.3	2.7	712	-2.1	3	5.5	1135	7	0.4	1264	0.5%	i	-0.22	i	35	1	i
Cc1ccc(S(=O)(=O)N2CCC(NC(=O)c3cccc(C)c3)CC2)cc1	6	12	0.9	666	0.4	4	3.0	1558	10	0.3	1406	0.1%	i	-0.18	i	22	22	i
CCOC(=O)/C(=N\Nc1ccccc1Cl)N1CCN(c2ccccc2OC)CC1	4	8.4	1.4	665	1.5	25	4.5	1147	26	0.4	1434	-1.8%	i	-0.44	i	40	11	i
N#Cc1ccccc1CSc1nc(N)cc(N)n1	9	nt	nt	837	nt	nt	nt	nt	nt	0.8	nt	0.2%	nt	nt	i	28	nt	i
CCOC(=O)C1=C(C)N(CC(C)C)C(=O)/C1=C\c1cccs1	5	nt	nt	819	0.2	nt	nt	1253	nt	0.2	1100	-0.5%	nt	-0.84	i	20	nt	i
CCCNC(=O)c1ccc(Cl)c(Cl)c1	nt	6.2	1.3	nt	-1.1	12	2.4	1410	3	1.1	1550	0.1%	i	-0.32	i	5	1	i
CCOC(=O)c1c(NC(=O)CSc2nnc3ccccn23)sc2c1CCC2	8	8.0	2.4	664	-3.7	-7	1.6	583	11	0.5	1231	-1.8%	i	-0.51	i	53	-40	i
O=C(CNc1ccc2c(c1)OCO2)N/N=C\c1cn(Cc2ccccc2)c2ccccc12	-4	7.8	8.8	584	-0.9	-13	3.6	924	4	0.7	nt	-0.2%	i	nt	i	49	8	i
CCc1nnc(NC(=O)CCC(=O)N2CCN(CCOc3ccc(C)cc3)CC2)s1	nt	2.6	0.7	nt	-4.7	-3	3.3	965	2	1.0	1234	-0.6%	i	-0.23	i	38	8	i
O=C(c1ccc(S(=O)(=O)Nc2ccc(F)cc2)cc1)N1CCN(c2ccccn2)CC1	-6	6.4	2.4	638	-1.9	20	1.8	1019	6	0.6	1006	-1.0%	i	0.72	i	38	16	i
Cc1ccc(CCNC(=O)C2CCN(C(=O)c3sccc3-n3cccc3)CC2)cc1	-23	19	2.4	797	nt	4	2.8	nt	-11	0.8	914	-0.6%	i	0.18	i	8	23	i
COc1ccc(-c2noc(N3CCC(C(=O)NCCCN4CC(C)CC(C)C4)CC3)n2)cc1 (stereo not drawn)	-2	nt	nt	706	nt	nt	nt	nt	nt	1.8	nt	-0.4%	nt	nt	i	6	nt	i
C=CCSc1nnc2nc3[nH]c4c(C)cccc4c3nn12	nt	11	1.8	nt	-1.0	13	0.9	1432	11	0.5	1706	-0.1%	i	-0.87	i	50	4	i
CCCCCC(=O)Nc1cc(S(=O)(=O)N2CCCCC2)ccc1N1CCOCC1	0	nt	nt	831	nt	nt	nt	nt	nt	0.5	nt	-1.1%	nt	nt	i	6	nt	i
O=C(O)c1ccc(OCC(O)Cn2c3ccccc3c3ccccc32)cc1 (stereo not drawn)	2	nt	nt	759	1.7	nt	nt	1276	nt	0.2	1125	0.8%	nt	-0.06	i	10	nt	i
CCOc1ccc(-c2c(C(=O)N/N=C(\C)c3cccs3)nnn2-c2nonc2N)cc1	-4	nt	nt	676	nt	nt	nt	nt	nt	1.0	nt	0.5%	nt	nt	i	30	nt	i
CC1Sc2ccc(S(=O)(=O)CCC(=O)NCc3ccc(Cl)cc3)cc2NC1=O (stereo not drawn)	-4	nt	nt	656	nt	nt	nt	nt	nt	0.9	nt	0.5%	nt	nt	i	26	nt	i
COc1ccc(/C=N/NC(=O)CCCCCNC(=O)c2ccccc2)cc1	3	6.3	2.1	632	-1.1	9	1.5	1073	-22	0.2	1455	0.7%	i	-0.37	i	54	-4	i
O=C(OC1CCCCC1)c1cc2ccccc2oc1=O	4	nt	nt	799	nt	nt	nt	nt	nt	0.7	nt	-0.3%	nt	nt	i	56	nt	i
COc1ccc(-c2nnn(CC(=O)N(CC(=O)NC3CCCC3)c3cccc(C)c3)n2)cc1OC	nt	4.9	4.2	nt	-3.0	20	3.5	941	13	4.6	1229	-0.6%	i	-1.8	nt	nt	9	i
CC(=O)[C@@]1(O)CC[C@H]2[C@@H]3C[C@H](C)C4=CC(=O)CC[C@]4(C)[C@H]3CC[C@@]21C	-6	3.3	1.4	709	nt	-14	2.2	nt	-2	2.9	nt	-0.5%	i	nt	i	19	-39	i
O=S(=O)(NCc1ccco1)c1ccc2ccccc2c1	0	nt	nt	816	nt	nt	nt	nt	nt	nt	nt	-1.1%	nt	nt	i	15	nt	?
O=C(Nc1cn(-c2ccccc2)nc1-c1ccccc1)c1ccccc1	-1	3.4	2.8	677	nt	14	4.2	nt	25	0.2	1167	-1.0%	i	-0.22	i	9	4	i
CCOC(=O)c1cc(C(=O)Nc2ccc(C)c(F)c2)nn1C	nt	4.6	2.5	nt	nt	4	3.4	nt	12	0.7	nt	-0.4%	i	nt	i	33	-27	i
N#Cc1ccc(NC(=O)COC(=O)CNC(=O)C2CCCCC2)cc1	2	1.0	2.9	754	nt	9	3.8	nt	6	0.2	nt	0.3%	i	nt	i	58	9	i
N#Cc1cc2c(nc1SCC(=O)Nc1nccs1)CCCCC2	8	6.5	2.0	705	nt	12	3.2	nt	3	4.6	1278	?	i	-0.43	i	14	-8	i
CCOC(=O)c1c(C)[nH]c(C)c1S(=O)(=O)NC1CCN(C(=O)OCC)CC1	4	nt	nt	722	nt	nt	nt	nt	nt	2.5	nt	-0.3%	nt	nt	i	28	nt	i
CCOC(=O)C1CCCN(CC(O)COc2cccc(C)c2)C1 (stereo not drawn)	-1	7.7	4.9	674	-0.8	9	1.7	468	-22	0.1	1251	-0.1%	i	0.02	i	27	-10	i
Cc1cccc(CSCC(=O)NCc2ccc(S(N)(=O)=O)cc2)c1	5	8.4	1.5	681	2.2	4	6.3	1026	-8	0.2	1323	0.0%	i	0.6	i	28	4	i
Cc1ccc(NCc2nnc(SCC(=O)NCc3ccco3)n2CC2CCCO2)c(C)c1 (stereo not drawn)	-4	8.6	2.8	795	-1.5	8	4.6	1222	4	0.8	897	-1.0%	i	-0.5	i	4	-12	i
O=C(CSc1nc2cc(S(=O)(=O)N3CCOCC3)ccc2o1)NC1CCCc2ccccc21 (stereo not drawn)	-10	7.2	1.0	688	nt	8	3.2	nt	0	0.4	1036	-1.1%	i	0.16	i	38	-10	i
